M1 agonist: M1 muscarinic receptor agonists, primary screen, CHO-M1 cells, Fluo-4 calcium, agonist mode. Muscarinic acetylcholine receptor M1. Fluo-4 calcium fluorescence; hits give high values. B-score at 10 µM. hit rate 3% among 64,000. AID 626, 2007;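 active means fluorescence rise, raw or as B-score row- and column-corrected plate score, outside the 99.7% band of its plate's samples, either direction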
Jurkat viability: cytotoxicity toward Jurkat T cells, primary screen, cytotoxicity control, cell-based, Jurkat E6.1, 60K MLSMR library | Jurkat E6.1 viability, ATP luminescence, 48 h | inhibition, % at 4 µM | hit rate 1.2% among 56,000 | AID 463, 2006;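 active means inhibition above the mean inhibition of all tested compounds plus 3 SD, cut at about 28% in these data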
M1 antagonist: antagonists of rat M1 muscarinic receptor | Muscarinic acetylcholine receptor M1 (Rattus norvegicus), P08482 | CHO-M1 cells, Fluo-4 calcium, ACh EC80 antagonist mode; hits give low values | B-score at 10 µM | hit rate 3.4% among 64,000 | AID 628, 2007;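 active means calcium fluorescence response, raw or row-and-column corrected B-score, differing from the plate sample mean either way at a set confidence level, mostly lower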
Target sequence (P08482 whole entry, looked up): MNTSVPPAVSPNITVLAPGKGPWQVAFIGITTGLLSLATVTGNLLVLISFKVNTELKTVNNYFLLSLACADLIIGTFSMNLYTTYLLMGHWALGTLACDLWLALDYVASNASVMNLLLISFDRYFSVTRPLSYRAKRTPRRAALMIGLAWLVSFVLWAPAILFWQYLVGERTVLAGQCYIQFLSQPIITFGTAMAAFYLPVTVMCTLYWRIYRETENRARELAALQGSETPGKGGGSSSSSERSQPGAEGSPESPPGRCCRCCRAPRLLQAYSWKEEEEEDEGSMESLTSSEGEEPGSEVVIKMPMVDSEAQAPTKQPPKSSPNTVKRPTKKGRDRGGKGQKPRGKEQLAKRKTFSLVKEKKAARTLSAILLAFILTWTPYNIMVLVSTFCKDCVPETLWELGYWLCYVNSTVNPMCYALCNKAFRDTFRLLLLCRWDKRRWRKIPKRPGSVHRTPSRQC
E coli RNAP: E. coli RNAP inhibitors, biochemical; DNA-directed RNA polymerase subunit beta (Escherichia coli (strain K12)), P0A8V2; hit rate 0.2% among 62,000; inhibition, %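 (tested at 10 µM)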; E. coli RNA polymerase, fluorescence transcription assay; in the data active means inhibition above about 20%;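 further: 0% = enzyme without compound and 100% = no enzyme blank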
S1P3 ag: human S1P3 receptor agonists, primary screen, cell-based, primary and confirmation, NFAT-BLA reporter | Sphingosine 1-phosphate receptor 3 (Homo sapiens), Q99500 | S1P3 NFAT-BLA reporter cells, agonism, FRET ratio; relative to 1 µM S1P, basal subtracted | activation, % at 4.5 µM | hit rate 0.1% among 60,000 | AID 373, 2006;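 active means activation above the screen-wide mean plus 3 SD, cut at about 4.5% in these data, passing the limit was not always enough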; further: some compounds called inactive have numbers as strong as hits
Target sequence (Q99500 whole entry, looked up): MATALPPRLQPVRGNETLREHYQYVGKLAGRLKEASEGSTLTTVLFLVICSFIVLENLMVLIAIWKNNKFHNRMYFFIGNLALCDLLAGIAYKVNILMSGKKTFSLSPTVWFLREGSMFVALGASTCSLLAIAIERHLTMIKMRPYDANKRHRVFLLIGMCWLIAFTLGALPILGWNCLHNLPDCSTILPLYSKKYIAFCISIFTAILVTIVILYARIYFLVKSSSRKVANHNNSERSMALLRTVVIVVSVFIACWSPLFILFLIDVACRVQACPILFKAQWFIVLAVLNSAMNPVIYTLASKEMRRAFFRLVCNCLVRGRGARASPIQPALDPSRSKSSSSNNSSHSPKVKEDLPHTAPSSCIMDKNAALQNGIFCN
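Assay system: stable CHO line with human S1P3, Gα16, NFAT-BLA reporter; Detection: FRET β-lactamase substrate fluorescence, excitation 405 nm, 460/535 nm emission ratio, background-subtracted; Read-out: percent activation versus median 1 µM S1P response, basal-subtracted, per plate; Incubation: cells plated overnight, compound 4 h 37 °C, substrate 2 h RT.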
S1P1 ag-PAM: S1P1 agonists and agonism potentiators, primary screen, cell-based, primary and confirmation screens, CRE-bla reporter; hit rate 0.57% among 56,000; activation, % at 9.5 µM; S1P1 CRE-bla cells, forskolin, beta-lactamase FRET, potentiator mode; S1P1 agonist co-added at EC20, 2 nM; 100% = saturating reference agonist, 0% = basal; AID 449, 2006;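 active means activation above a cutoff set at the mean activation of all tested compounds plus 3 SD, cut at about 54% in these data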;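 further: forskolin at 4 µM as EC80 and the EC20 agonist is SEW2871; 100% = SEW2871 at its EC100 plus forskolin at EC80; some compounds past the cut are filed as inactive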
D1 mod: D1 CRE-luciferase signal change, two-sided – cell-based, HEK293 D1, dopamine EC30, D1 allosteric modulator project, primary screen; hit rate 5.9% among 58,000; D(1A) dopamine receptor (Homo sapiens), P21728; dopamine EC30 potentiation; actives deviate in either direction; B-score at 10 µM;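 active means luminescence count or its row- and column-corrected plate score outside the 99.7% band of the plate's sample wells, on either side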
TNAP act mid DEA: human TNAP enzyme activators, primary screen, biochemical, luminescent, intermediate phosphate acceptor level; Alkaline phosphatase, tissue-nonspecific isozyme (Homo sapiens), P05186; purified TNAP, CDP-star luminescence, 100 mM DEA, 30 min; hits give high values; scale: 0 levamisole-inhibited, 1 vehicle-only enzyme; activation factor at 20 µM; 64,000 tested, under 10 active; AID 813, 2007;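 active means activation factor of at least 2 at 20 µM, relative to controls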
HEK293 NFkB inh: inhibitors of PMA/ionomycin-induced NF-kB reporter, primary screen, antigen receptor NF-kB inhibitor project, cell-based, HEK-293 luciferase reporter, luminescence. HEK-293 NF-kB luciferase reporter. inhibition, % at 3 µM. hit rate 0.21% among 62,000. AID 465, 2006;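 active means inhibition above the mean of all tested compounds plus 3 SD, cut at about 40% in these data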;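 further: 0% = stimulated DMSO wells and 100% = 10 µM reference inhibitor 5653914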
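System – HEK-293 cells with stable firefly luciferase reporter driven by four HIV NF-kB elements · Doses – one dose, 3 µM · Schedule – 1 h compound pre-incubation, 16 h PMA/ionomycin at 37 °C · Technique – luminescence from luciferase substrate reagent · Measure – percent inhibition normalized per plate to DMSO and reference-inhibitor controls · Replicates – tested once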
The depositor's hits bear a star; . = no result given.

SMILES	M1 agonist	Jurkat viability	M1 antagonist	E coli RNAP	S1P3 ag	S1P1 ag-PAM	D1 mod	TNAP act mid DEA	HEK293 NFkB inh
CSc1nc(-c2ccco2)nn1S(=O)(=O)c1ccccc1	0.012	-4	-0.34	6	-1.1	-13	6.6*	0.9	16
O=C(Nc1ccccc1)C1=C(N2CCOCC2)/C(=C/c2cccnc2)CC1	-0.35	-1	-0.49	2	1.5	0	0.012	0.9	16
Cc1c(C(=O)NCCCN2CCOCC2)sc2nc(-c3ccc(F)cc3)cn12	-1.3	-2	-0.65	7	-0.6	4	.	1	13
COCCn1c(C)cc(C(=O)CSc2nc(C)nc3sc4c(c23)CCC4)c1C	-0.02	0	0.52	-6	-2.0	-10	1.5	0.9	10
CCOCCCN(CCC#N)S(=O)(=O)c1ccc(S(=O)(=O)N2CCCC2)cc1	-0.15	7	-0.76	1	-0.5	-14	-0.058	0.9	23
Cc1ccc(-n2c(SCC(=O)Nc3ccc4c(c3)OCO4)nnc2-c2ccoc2C)cc1	-0.75	3	0.021	9	-1.6	15	0.31	0.9	14
CC1(C)CC(O)(CCNCc2ccc3c(c2)OCO3)CCO1 (configuration not stated)	0.41	.	0.067	5	.	.	0.75	0.8	16
Cc1cc(C)nc(Nc2n[nH]c(COc3ccccc3)n2)n1	-0.21	2	0.32	7	-0.1	-16	1	1.1	-3
O=C(O)CSc1nnc(-c2ccccc2O)n1Cc1ccccc1	-0.0037	8	0.18	-3	-0.8	17	-0.12	0.9	5
O=C(COc1ccc(S(=O)(=O)N2CCCC2)cc1Cl)Nc1ccc2c(c1)OCO2	-0.26	7	0.036	6	-0.5	.	0.023	1	5
O=C(c1ccc(-n2cnnn2)cc1)N1CCN(C(c2ccccc2)c2ccccc2)CC1	-0.034	8	-11*	10	0.7	16	-0.89	0.8	-4
COc1ccc(OC)c(NC(=O)c2cnc3n(c2=O)CCS3)c1	-1.3	4	-1.3	3	-0.7	-25	0.13	0.9	6
C=C1N(CCCCCC(=O)O)C(=O)OC12CCCCC2	.	0	.	-6	-0.7	-13	-0.1	0.9	13
Cc1cccc(-n2ncc3c(NC(C)C)ncnc32)c1	-0.015	3	-1.3	9	-0.9	4	-3.6*	1	-69
COC(=O)c1ccc(OCC(O)Cn2nnc3ccccc32)cc1 (configuration not stated)	.	4	.	4	0.7	126	0.56	0.9	-1
COC(=O)C1=C(N)Oc2cc(C)n(Cc3cccnc3)c(=O)c2C1c1cccc(OC)c1OC (configuration not stated)	0.99	-5	0.25	4	-0.2	-16	0.087	0.9	8
O=C(NC1CCS(=O)(=O)C1)N1CCCCC1 (configuration not stated)	-0.57	.	0.53	9	0.4	-1	-0.97	0.9	.
COC(=O)CSc1nc2cc3c(cc2cc1C)OCCO3	0.43	-7	0.76	10	-0.3	2	.	0.8	19
CC1(CC(=O)O)C(=O)N=C2C=CC=CN21 (configuration not stated)	-0.0014	4	0.094	3	-1.0	-9	0.038	0.9	19
CN(Cc1nc(-c2cccnc2)no1)S(=O)(=O)c1ccc(Br)cc1	0.21	4	-0.37	-3	-0.2	-1	0.13	0.9	20
Cc1ccc(CS(=O)(=O)Cc2ccc(C(=O)NCC3CCCO3)o2)cc1 (configuration not stated)	0.13	8	0.3	2	-1.0	10	-0.8	0.9	7
CCOC(=O)C(C(=O)Nc1cccc(C)n1)C1CCCCC1 (configuration not stated)	1.8	.	-0.71	2	.	.	-0.14	0.9	17
CCn1c2ccccc2c2nnc(SCC(=O)NC(C(=O)OC)C(C)C)nc21 (configuration not stated)	0.36	3	0.66	2	-0.6	-52	3.7*	0.9	19
CCCOC(=O)c1ccc(-n2nnnc2SCC(=O)N2CCCCC2)cc1	.	5	.	11	-0.9	17	-3.7*	0.9	26
COc1ccc(S(=O)(=O)Nc2ccc3c(c2)OCO3)cc1OC	0.37	1	0.37	2	0.5	-3	3.1*	0.9	12
O=C(CSc1nnc(C2CCCCC2)n1-c1ccccc1)NCc1ccco1	-0.59	-1	-0.29	-2	-0.3	-10	-0.49	1	20
COC(=O)c1ccc(CN(c2ccc(C)cc2)S(=O)(=O)c2ccc3c(c2)OCCO3)o1	1.1	-4	-0.43	5	-1.1	25	-0.57	1	5
COc1ccc(Nc2nc3c(c(=O)n(C)c(=O)n3C)n2CCO)cc1	0.59	1	-0.24	-1	0.4	-21	0.7	0.9	11
O=C(O)COc1ccccc1O	-0.082	-4	-0.74	8	-0.1	-1	0.047	1	4
CCn1c(SCC(=O)c2[nH]c(C)c(C(C)=O)c2C)nnc1-c1ccncc1	-0.51	6	-0.12	7	0.2	-10	1.6	1	9
O=C(CCCN1C(=O)c2ccccc2C1=O)Nc1nncs1	0.087	2	0.83	2	-2.4	10	0.3	0.9	13
CCOc1ccc(C2C(C(=O)c3ccco3)=C(O)C(=O)N2Cc2cccnc2)cc1OC (configuration not stated)	0.6	.	0.25	2	.	.	0.8	0.9	7
Cc1ccc2c(c1)nnn2C1CCN(CC(=O)c2ccc(Cl)cc2)CC1	.	-4	.	1	-0.7	-22	-0.0025	0.9	10
Cc1c(NC(=O)CSC2=C(C#N)C(c3ccccc3F)CC(=O)N2)c(=O)n(-c2ccccc2)n1C (configuration not stated)	3.4*	4	0.18	9	0.2	-20	-0.063	0.9	2
Cc1oc2ccc(OC(=O)N3CCOCC3)cc2c1C(=O)OC(C)C	.	6	.	.	-2.3	-26	1.6	0.9	22
Cc1cc(C)nc(SCc2n[nH]c(=S)n2C)n1	1.4	2	0.38	.	-0.5	5	1.8	.	-5

Quoted from the entries so far, six compounds:
SMILES	M1 agonist	Jurkat viability	M1 antagonist	E coli RNAP	S1P3 ag	S1P1 ag-PAM	D1 mod	TNAP act mid DEA	HEK293 NFkB inh
CSc1nc(-c2ccco2)nn1S(=O)(=O)c1ccccc1	0.012	-4	-0.34	6	-1.1	-13	6.6*	0.9	16
O=C(Nc1ccccc1)C1=C(N2CCOCC2)/C(=C/c2cccnc2)CC1	-0.35	-1	-0.49	2	1.5	0	0.012	0.9	16
Cc1c(C(=O)NCCCN2CCOCC2)sc2nc(-c3ccc(F)cc3)cn12	-1.3	-2	-0.65	7	-0.6	4	.	1	13
COCCn1c(C)cc(C(=O)CSc2nc(C)nc3sc4c(c23)CCC4)c1C	-0.02	0	0.52	-6	-2.0	-10	1.5	0.9	10
CCOCCCN(CCC#N)S(=O)(=O)c1ccc(S(=O)(=O)N2CCCC2)cc1	-0.15	7	-0.76	1	-0.5	-14	-0.058	0.9	23
Cc1ccc(-n2c(SCC(=O)Nc3ccc4c(c3)OCO4)nnc2-c2ccoc2C)cc1	-0.75	3	0.021	9	-1.6	15	0.31	0.9	14

The results go on:
SMILES	M1 agonist	Jurkat viability	M1 antagonist	E coli RNAP	S1P3 ag	S1P1 ag-PAM	D1 mod	TNAP act mid DEA	HEK293 NFkB inh
O=C(C1CC(c2ccc(F)cc2)=NO1)N1CCc2ccccc2C1 (configuration not stated)	-0.014	11	0.0095	-2	-0.6	2	0.18	0.9	22
O=C(c1ccccc1CCc1ccccc1)N1CCOCC1	-0.48	0	-0.36	5	-0.6	-7	-0.79	1	13
CC(C)Nc1nc(N(c2ccccc2)c2ccccc2)nc(-n2ccnc2)n1	-0.24	6	0.069	3	-1.5	-8	0.85	1	-2
c1ccc2c(c1)Cn1c-2nc2ccccc21	0.29	6	0.62	11	0.3	-11	-2	0.9	-38
CC1CCCCN1CC(=O)Nc1sc2c(c1C#N)CCC2 (configuration not stated)	0.41	0	-0.016	1	0.8	-2	-0.41	1	-2
CN(C)CCNS(=O)(=O)c1ccc(Cl)cc1	0.27	-2	0.016	0	-1.2	7	-0.27	0.9	10
CCOC(=O)N1CCC(NC(=O)CSCc2cnn(-c3ccccc3)c2-n2cccc2)CC1	0.63	4	-0.26	1	0.4	13	-0.9	1	12
CCc1noc(C)c1C(=O)N1CC(C)OC(C)C1 (configuration not stated)	0.027	-2	-0.42	1	-0.1	-13	.	1	6
COc1ccc(S(=O)(=O)N2CCC(C(=O)N3CCCCC3)CC2)cc1OC	-0.43	5	-0.74	9	-0.7	-31	7.6*	1	6
CN=c1scc(C)n1/N=C/c1ccc2c(c1)OCO2	0.8	4	-0.11	6	0.2	-13	-3.2*	0.9	-58
COc1cccc(-n2c(=O)[nH]cc(C(=O)Nc3ccc4c(c3)OCCO4)c2=O)c1	0.78	-7	-0.39	6	0.3	-26	-0.099	0.9	17
O=C(O)Cn1c(P(=O)(O)c2ccccc2)nc2ccccc21	-0.69	-1	0.75	1	-0.4	-18	0.74	1.1	8
O=C(Cc1ccc(Cl)cc1)Nc1cccc(-c2nnc(-c3ccco3)o2)c1	-0.31	.	-0.84	16	-0.2	20	.	0.9	.
c1ccc(-c2cc3c(N4CCOCC4)ncnc3s2)cc1	-0.37	8	-2.6*	-1	0.0	15	14*	0.9	11
CCOc1ccc(Cl)cc1/C=N/O	0.85	3	-0.67	-1	-0.6	14	1.1	1	15
Cc1ccc(SCC(=O)NCc2ccco2)cc1	-1.5	-2	-0.11	8	-0.7	-14	0.32	0.8	9
COc1ccc(CNC(=O)c2cccc(N3CCCC3=O)c2)cc1	-0.095	4	0.6	-1	0.0	-2	0.88	1	14
COCCn1nnnc1C(c1cc2ccc(C)cc2[nH]c1=O)N(Cc1ccco1)Cc1cccs1 (configuration not stated)	0.63	-1	0.028	5	-0.1	1	0.57	0.9	9
O=C(NC1=NCCS1)C1CC(=O)N(c2ccccc2)C1 (configuration not stated)	-0.74	2	-0.14	7	-0.3	-4	-0.13	0.9	-3
COc1ccc(Cn2c(CCC(=O)O)nc3cccnc32)cc1	-0.23	0	-0.26	10	0.6	6	-0.67	1	-2
Cc1ccc(CCNC(=O)C2CCC(=O)N2C2CCCC2)cc1 (configuration not stated)	0.14	-5	-0.021	6	-0.4	-4	0.27	0.8	18
CN(CCCNC(=O)Cn1cc2c(n1)CCCC2)C1CCCCC1	0.77	0	0.042	-6	-1.1	0	0.72	1	11
CCCNS(=O)(=O)c1ccc(OCC(=O)NCCCOC)cc1	1.5	7	0.44	0	-1.1	-8	.	1	19
Cc1cc(=O)[nH]c(SCC(=O)Nc2cccc(C(F)(F)F)c2)n1	-1.1	1	-0.31	4	0.7	.	1.7	1	7
CCOC(=O)CON1C(=O)C(C)(C)N(OCC(=O)OCC)C(=O)C1(C)C	-0.47	11	-0.2	.	-0.5	.	0.72	0.9	8
Cc1noc(C)c1COC(=O)Cc1ccc(Cl)cc1	0.29	1	-0.025	6	0.7	-10	0.34	1	4
O=C(Nc1ccc2c(c1)oc1ccc(S(=O)(=O)N3CCCC3)cc12)C1CC1	-0.81	3	0.0055	2	-0.4	23	0.33	0.9	13

Compound activity from PubChem BioAssay.
